Assay outcomes: PubChem, several laboratories
M1AAP inhibition: P. falciparum M1AAP inhibitors, biochemical, fluorogenic H-Leu-NHMec substrate, 1536-well (AID 1445); Aminopeptidase N (Plasmodium falciparum (isolate 3D7)); recombinant M1AAP, H-Leu-NHMec fluorogenic kinetic assay; higher % means a stronger effect; inhibition, % at 30 µM; hits with a dose series show IC50 in µM; 0.42% of 220,000 active;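 active = primary inhibition above the hit cutoff, then over 50% inhibition at one or more dose response concentrations, cut at about 23% in these data, passing the limit was not always enough; inconclusive = conflicting primary data, or primary hits not chosen for dose response; inactive = low primary inhibition, or under 50% at every dose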;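 also: plate controls were DMSO full reaction for no effect and no enzyme background for full effect; strong numbers were not always called active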
LYP phosphatase: inhibitors of LYP phosphatase, biochemical, fluorescence intensity, uHTS (AID 1779); Tyrosine-protein phosphatase non-receptor type 22 (Homo sapiens); recombinant LYP phosphatase, fluorescence intensity; higher % means a stronger effect; inhibition, % at 11.5 µM, or IC50 in µM where a hit was titrated; 0.054% of 290,000 active;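 also: plate controls were vehicle with enzyme for no effect and no enzyme for full effect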
XIAP antagonists: XIAP antagonists, biochemical, IAP family, fluorescence polarization (AID 1018) | E3 ubiquitin-protein ligase XIAP (Homo sapiens) | XIAP BIR domain, fluorescence polarization peptide displacement; higher % means a stronger effect | displacement, % at 20 µM; hits with a dose series show IC50 in µM | 0.007% of 200,000 active; in the data active = displacement above about 50%; also: a part of the inactive calls stands beside numbers as strong as those of hits
SIAH1 antagonists: Siah-1 peptide-binding antagonists, primary screen, biochemical, fluorescence polarization, rhodamine-plectin, uHTS (AID 1817); E3 ubiquitin-protein ligase SIAH1 (Homo sapiens); Siah-1 / rhodamine-plectin peptide fluorescence polarization; higher % means a stronger effect; displacement, % at 20 µM, or IC50 in µM where a hit was titrated; 0.02% of 290,000 active;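 active = displacement of at least 50% at 20 µM, with a fluorescence ratio check between 0.3 and a set limit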;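 also: plate controls were Siah plus tracer with DMSO for no effect and tracer alone without Siah for full effect; strong numbers were not always called active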
P. falciparum M17LAP: P. falciparum M17LAP inhibitors, primary screen, biochemical, fluorogenic H-Leu-NHMec substrate, 1536-well (AID 1619). 0.38% of 220,000 active. recombinant M17LAP, H-Leu-NHMec fluorogenic kinetic assay; higher % means a stronger effect. inhibition, % at 30 µM, or IC50 in µM where a hit was titrated. Leucine aminopeptidase (Plasmodium falciparum (isolate 3D7));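 active = compound inhibiting the enzyme by more than half at any dose during confirmatory dose-response retesting; inconclusive = strong single-dose inhibitors picked by rank but not retested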;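 also: plate controls were full reaction with DMSO carrier for no effect and no enzyme background for full effect; strong numbers were not always called active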
PMI inhibition: human PMI inhibitors, high substrate, primary screen, biochemical, fluorescence intensity, high mannose 6-phosphate (AID 1220); recombinant PMI enzyme, coupled fluorescence intensity; higher % means a stronger effect; 0.66% of 190,000 active; inhibition, % at 20 µM, or IC50 in µM where a hit was titrated; Mannose-6-phosphate isomerase (Homo sapiens)
AID2073: inhibitors of Mint1-CaV2.2 protein interaction, biochemical, HTRF (AID 2073); Voltage-dependent N-type calcium channel subunit alpha-1B (Homo sapiens); HTRF protein-protein interaction, Mint1-CaV2.2; higher % means a stronger effect; one-dose inhibition, % at 20 µM; IC50 in µM for titrated hits; 0.19% of 290,000 active; in the data active = inhibition mostly above about 51%, no sharp cut-off; inconclusive = no clear call, values can overlap the other calls; inactive = mostly below about 53%; also: some results filed as inactive read as strong as hits
Dynein transport: inhibitors of GR-EGFP nuclear translocation, primary screen, dynein cargo transport inhibitor project, imaging, high-content, 3617.4 mouse cells | test concentration mostly 20 µM; stimulated with dexamethasone, 1 µM; stronger effect = lower value | z-score, hits read low | 0.47% of 220,000 active | AID 1381, 2008;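 active = plate z-score of nuclear minus cytoplasmic receptor signal below a set negative limit, without overly bright fluorescence or cell loss, cut at about -3.5 in these data, passing the limit was not always enough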;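 also: z-score of nuclear minus cytoplasmic ring GR-EGFP intensity difference per well; some compounds called inactive have numbers as strong as hits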
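Buffer or medium – tet-free medium with charcoal-stripped serum · Signal – automated 10x imaging of fixed Hoechst-stained cells · Also added – dexamethasone agonist, 1.0 µM final, for 30 min · Incubation – induction 48 h, compound 1 h, agonist 30 min · Read-out – GR-EGFP nuclear translocation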
human PMI inhibition: inhibitors of human PMI, primary screen, biochemical, fluorescence intensity, coupled assay (AID 1209); 0.42% of 190,000 active; purified PMI enzyme, coupled fluorescence intensity; higher % means a stronger effect; one-dose inhibition, % at 20 µM; IC50 in µM for titrated hits; Mannose-6-phosphate isomerase (Homo sapiens);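 also: plate controls were DMSO vehicle for no effect and wells lacking substrate for full effect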
Dynein transport cytoplasmic EGFP: also measured in Dynein transport; calls as there; z-score; measured here: cytoplasmic GR-EGFP intensity; stronger effect = higher value
Dynein transport nuclear GR-EGFP: recorded beside Dynein transport, whose call it bears; z-score; measured here: nuclear GR-EGFP intensity;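 lower value marks the stronger effect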
Dynein transport cell count: recorded beside Dynein transport, whose call it bears; z-score; measured here: cell count per field
* = called active by the depositor; ? = inconclusive; . = no result given. Rule as the data show it, unless noted: active = inhibition above about 50%; inactive = the rest. Rows are unselected; about 2.1% have a hit in one of these screens.

#	SMILES	M1AAP inhibition	LYP phosphatase	XIAP antagonists	SIAH1 antagonists	P. falciparum M17LAP	PMI inhibition	AID2073	Dynein transport	Dynein transport cytoplasmic EGFP	Dynein transport nuclear GR-EGFP	Dynein transport cell count	human PMI inhibition
1	Cn1c(NC(=O)c2ccc(F)c(F)c2)cc(=O)n(C)c1=O	7%	-3%	-1.8%	5%	12%	6%	1%	-0.34	-0.24	0.071	0.48	7%
2	N#Cc1ccc(C(=O)Nc2ccc([N+](=O)[O-])cc2)c(F)c1	.	-10%	2.3%	5%	.	6%	31%	0.43	-0.19	0.77	0.16	6%
3	CCOc1ccc(C(=O)Nc2c3c(nn2-c2ccc(C)cc2)CS(=O)C3)cc1OCC (stereo unspecified)	4%	-1%	-2.8%	6%	7%	4%	5%	2.9	-0.022	1.5	-0.95	7%
4	CCCCCCCn1c(=N)n(CC(=O)c2ccco2)c2ccccc21	5%	5%	-3.7%	0%	10%	4%	-4%	0.12	0.038	0.46	-0.033	6%
5	O=C(C1CCCCC1)N1CCc2ccccc21	3%	-5%	5.7%	2%	-2%	-2%	-14%	0.09	0.58	0.25	1	-6%
6	Cc1cc(Cl)c(OCCN2C(=O)NC(C)(C)C2=O)c(Br)c1	4%	-11%	-7.3%	-5%	-2%	-2%	-1%	0.24	-0.25	0.12	0.016	-8%
7	O=C(COC(=O)c1ccc2c(c1Cl)C(=O)c1ccccc1C2=O)NC1CCCCC1	7%	3%	-3.2%	-2%	4%	-32%	-9%	0.18	-0.29	-0.18	-0.13	-40%
8	CCn1c(=O)c2c(nc(SCC(=O)NCC3CCCO3)n2C)n(C)c1=O (stereo unspecified)	5%	-8%	-3.7%	3%	-3%	5%	2%	-0.065	-0.2	-0.07	0.22	1%
9	O=C1CC(N2CCN(c3ccccc3Cl)CC2)C(=O)N1c1ccc(F)cc1 (stereo unspecified)	-3%	4%	-3.9%	0%	10%	0%	-4%	1.7	-0.11	1	-1.4	-9%
10	CS(=O)(=O)N1CCN(c2ccccc2NC(=O)CSc2nnc(-c3ccco3)o2)CC1	3%	-2%	-7.3%	-2%	-5%	0%	0%	-0.98	-0.31	-0.81	0.89	-4%
11	O=C(CNC(=O)c1ccc(F)cc1)N/N=C/c1cc(Br)ccc1OC(=O)/C=C/c1ccco1	32%	3%	.	-2%	15%	.	-4%	-0.31	-0.16	0.47	-0.077	.
12	CCOC(=O)C1=C(C)N=C2SC(C)C(=O)N2C1c1ccccc1 (stereo unspecified)	1%	-1%	-22%	1%	22%	-8%	-4%	0.036	-0.029	-0.0052	-1.8	1%
13	CCn1nnnc1SCC(=O)N1c2ccccc2CCc2ccccc21	-5%	-4%	-3.3%	-6%	-7%	5%	1%	0.75	-0.28	-0.41	0.25	9%
14	Cc1ccc(C)c(N2CCN(S(=O)(=O)c3c(C)noc3/C=C/N(C)C)CC2)c1	3%	8%	-4.2%	-2%	-1%	15%	-2%	0.85	-0.11	0.24	-0.66	9%
15	O=S(=O)(c1ccc(NC(=S)NCc2ccncc2)cc1)N1CCCCC1	5%	-4%	.	16%	0%	.	-6%	-0.8	-0.084	-0.56	0.057	.
16	COCC(=O)n1cc(C(=O)OC)c2ccccc21	2%	-3%	-2.3%	2%	11%	0%	12%	2.1	-0.045	2	-0.11	0%
17	COc1ccccc1-n1cnnc1SC(C)C(=O)Nc1ccc(NC(C)=O)cc1 (stereo unspecified)	-3%	-12%	-6.0%	-6%	6%	-4%	27%	-1.2	-0.24	-0.37	0.55	-10%
18	CC(/C=N/n1c(-c2n[nH]c3c2CCC3)n[nH]c1=S)=C\c1ccco1	8%	3%	.	-5%	5%	.	-35%	-0.44	-0.21	-0.23	0.71	.
19	COc1ccc(/C=C2\CCc3ccccc3C2=O)cc1Cn1nc(C)cc1C	2%	-2%	1.4%	0%	-7%	17%	-6%	-0.19	-0.19	0.25	0.47	25%
20	COc1cc2[nH]c(=S)n(C3CCCC3)c(=O)c2cc1OC	1%	-4%	-2.5%	4%	13%	10%	-47%	0.7	-0.19	0.58	1	12%
21	COC(=O)/C(C#N)=C\c1c(OC)[nH]c2ccccc12	16%	1%	.	4%	9%	.	0%	-0.16	-0.21	0.038	-0.36	.
22	Cc1cc(OCCCCNC(C)C)cc(C(C)C)c1	0%	-4%	-10%	1%	4%	-10%	45%	0.26	-0.23	0.26	0.48	-16%
23	Cc1ccccc1NC(=O)c1ccc(CN2CCc3ccccc3C2)cc1	5%	-2%	-4.7%	4%	-5%	13%	0%	-0.49	0.044	-0.44	-0.048	10%
24	COc1ccc(CNS(=O)(=O)NCc2ccc(C)cc2)cc1OC	0%	-8%	-0.7%	5%	-3%	0%	-7%	-0.15	-0.14	-0.031	0.048	1%
25	CC1(NC(=S)Nc2ccc(NC(=S)NC3(C)CCS(=O)(=O)C3)cc2)CCS(=O)(=O)C1 (stereo unspecified)	3%	-5%	.	6%	2%	.	-32%	0.45	-0.23	-0.19	0.6	.
26	Fc1ccc(-c2cnc[nH]2)cc1	-1%	-7%	-2.3%	2%	6%	9%	0%	-0.03	-0.25	0.6	0.24	16%
27	CC(C)N(C)CCOC(=O)C1COc2ccccc2O1 (stereo unspecified)	-4%	-5%	.	1%	0%	.	-14%	-0.82	-0.21	0.00046	0.066	.
28	N=C1c2ccccc2CN1NC(=O)COc1ccc(Cl)cc1	7%	0%	-7.1%	1%	8%	-35%	5%	-0.5	-0.3	-0.11	0.14	-42%
29	COC(=O)/C=c1/sc2n(c1=O)CCN=2	2%	-8%	-4.6%	-2%	7%	0%	1%	-0.78	-0.42	-0.27	0.88	-22%
30	CCCCNC(=O)C(c1ccc(OCC(=O)OC)c(C(=O)OC)c1)N(CCOC)C(=O)CCCCCN1C(=O)NC(c2ccc(-c3ccccc3)cc2)C(C(=O)OCc2ccccc2)=C1C (stereo unspecified)	5%	3%	.	-1%	-4%	.	29%	-0.19	-0.81	-0.0026	0.2	.
31	COc1ccc(/C=C/C(=O)c2cc3c(cc2N)OCO3)cc1	14%	3%	-21%	1%	18%	39%	-5%	-0.55	-0.32	-0.12	0.3	14%
32	COc1ccc(OC)c(NC(=O)COC(=O)/C=C/c2c(C)nn(C3CCS(=O)(=O)C3)c2Cl)c1 (stereo unspecified)	2%	-4%	-5.5%	-1%	-1%	-3%	8%	-0.14	-0.22	0.043	0.98	2%
33	O=C1COC(c2ccccc2)C2CCCCN12 (stereo unspecified)	7%	4%	-8.6%	-2%	-3%	-7%	2%	-0.69	-0.31	-0.6	0.38	-6%
34	CC(=O)c1c(C)nn(C(=O)N2CCOCC2)c1C	.	-8%	-1.5%	-7%	.	-9%	2%	.	.	.	.	-9%
35	CCOC(=O)c1c(NC(=O)C2CCCO2)sc(C(=O)OC(C)(C)C)c1C (stereo unspecified)	-3%	5%	-21%	-5%	12%	1%	-2%	0.64	0.021	0.73	0.96	31%
36	O=S(=O)(c1ccccc1)c1nc(-c2cccs2)oc1NCCCn1ccnc1	2%	-2%	-7.7%	1%	2%	-13%	8%	-0.011	-0.22	0.15	0.44	-4%
37	COc1ccc(OC)c(N(CC(=O)Nc2ccccc2C(=O)NCc2ccco2)S(C)(=O)=O)c1	8%	-7%	-7.8%	0%	-2%	9%	23%	0.65	-0.28	0.55	-0.061	12%
38	O=C1CCCC(O)=C1N=Nc1cccc(C(=O)O)c1	10%	1%	-4.8%	17%	46%	18%	17%	-1.1	-0.16	-0.93	0.91	-8%
39	Cc1ccc(C(=O)NCCn2ccc3ccccc32)cc1[N+](=O)[O-]	3%	0%	-16%	1%	-10%	3%	-9%	-0.84	-0.21	-0.48	0.38	0%
40	COc1ccc(NC2=CC(c3cccc(OC)c3)N(c3ccc(OC)cc3)C2=O)cc1 (stereo unspecified)	3%	-2%	-6.3%	3%	13%	-5%	17%	0.15	-0.28	0.19	0.66	-18%
41	FC(F)Oc1ccc(/C=N/c2c(-c3ccc(OC(F)F)cc3)nc3n2CCS3)cc1	15%	-3%	-0.6%	-3%	-5%	2%	4%	0.17	-0.17	0.0017	0.78	6%
42	CCC(C)NCCOCCSc1ccc(Cl)cc1 (stereo unspecified)	11%	-3%	-4.7%	5%	7%	8%	?	-0.86	-0.17	-0.49	0.76	5%
43	COc1cccc(OC)c1C(=O)NC(=S)NNC(=O)[C@H]1C[C@@H]1c1ccccc1	-15%	-5%	.	-4%	-6%	.	-38%	-0.52	-0.012	-0.22	0.41	.
44	COc1cccc(NC(=O)CCN2C(=O)c3ccccc3S2(=O)=O)c1	3%	-2%	-1.5%	0%	5%	6%	-4%	-0.39	-0.18	0.2	0.42	5%
